# 697 NFkB inh: lowers PMA/ionomycin-induced NF-kB signal in 697 B cells. 697 B-cell NF-kB luciferase reporter, 16 h. 330,000 tested, 0.33% active. AID 435022. inhibition, % at 4 µM; in the data active means inhibition above about 35%
# UBC13 polyUb: human UBC13 polyubiquitination inhibition. UBC13 polyubiquitin chain formation, TR-FRET. 330,000 tested, 0.47% active. inhibition, % at 20 µM. P61088; in the data active means inhibition above about 45%, passing the limit was not always enough
# Target sequence (P61088 whole entry, looked up): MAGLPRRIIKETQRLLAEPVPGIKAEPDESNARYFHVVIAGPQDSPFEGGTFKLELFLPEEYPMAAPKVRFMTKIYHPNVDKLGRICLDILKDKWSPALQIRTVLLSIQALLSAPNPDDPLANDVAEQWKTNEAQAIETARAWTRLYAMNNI
# Gli-Sufu block: Gli-Sufu pathway antagonism | Sufu-KO-LIGHT fibroblasts, Gli luciferase reporter luminescence | inhibition, % at 5 µM | 340,000 tested, 0.74% active;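 active means inhibition above about 55%, limit read from the data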;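 further: 0% = DMSO-treated cells and 100% = wells with medium but no cells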
# Jurkat NFkB inh: inhibitors of the PMA/ionomycin-induced NF-kB reporter in Jurkat cells; PMA/ionomycin-induced NF-kB luciferase reporter, luminescence; inhibition, % at 4 µM; 330,000 tested, 0.53% active
# HKDC1 inhibitor: HKDC1 (human) hexokinase inhibition; recombinant HKDC1, G6PDH/diaphorase resazurin coupled fluorescence; inhibition, % at 20 µM; Q2TB90; 340,000 tested, 0.16% active;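 active means inhibition above about 35% when tested at 20 µM, limit read from the data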;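 further: plate controls were DMSO wells with enzyme for no effect and DMSO wells lacking enzyme for full effect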
# Target sequence (Q2TB90 whole entry, looked up): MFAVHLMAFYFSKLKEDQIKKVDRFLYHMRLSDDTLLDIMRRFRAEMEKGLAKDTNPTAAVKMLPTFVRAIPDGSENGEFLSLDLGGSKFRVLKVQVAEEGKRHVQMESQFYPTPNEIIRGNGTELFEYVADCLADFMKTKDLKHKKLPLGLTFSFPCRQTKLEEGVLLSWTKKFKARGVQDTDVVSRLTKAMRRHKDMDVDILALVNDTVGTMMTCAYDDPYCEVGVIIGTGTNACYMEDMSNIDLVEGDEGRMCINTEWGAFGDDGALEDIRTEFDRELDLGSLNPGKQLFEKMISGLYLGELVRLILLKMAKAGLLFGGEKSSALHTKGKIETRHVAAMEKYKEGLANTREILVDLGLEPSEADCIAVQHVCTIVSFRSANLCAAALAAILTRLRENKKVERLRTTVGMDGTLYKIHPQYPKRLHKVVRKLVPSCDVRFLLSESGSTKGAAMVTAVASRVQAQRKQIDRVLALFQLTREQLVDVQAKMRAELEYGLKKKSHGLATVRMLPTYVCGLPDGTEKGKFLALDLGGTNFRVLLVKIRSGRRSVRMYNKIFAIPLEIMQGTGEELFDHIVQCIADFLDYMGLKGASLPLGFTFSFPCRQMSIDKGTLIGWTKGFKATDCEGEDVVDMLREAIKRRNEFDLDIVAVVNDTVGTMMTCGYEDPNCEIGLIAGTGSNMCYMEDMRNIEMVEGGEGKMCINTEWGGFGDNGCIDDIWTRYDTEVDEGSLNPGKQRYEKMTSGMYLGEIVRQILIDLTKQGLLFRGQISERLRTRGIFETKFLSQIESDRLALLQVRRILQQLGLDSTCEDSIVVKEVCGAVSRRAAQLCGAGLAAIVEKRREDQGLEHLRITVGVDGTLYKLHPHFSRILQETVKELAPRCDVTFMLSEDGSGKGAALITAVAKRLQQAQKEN
#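 Assay system – recombinant HKDC1 (HK5) hexokinase enzyme, produced in-house · Input – HKDC1 at 5 µg/mL · Reagent – glucose plus 1 mM ATP as hexokinase substrates · Timing – 90 min reaction incubation at room temperature, dark · Measured by – G6PDH/diaphorase-coupled fluorescence, 1 mM NADP, 100 µM resazurin, 525/613 nm · Benchmarks – DMSO-enzyme wells negative, buffer-substituted wells positive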
# Apaf1 inhib: inhibitors of human Apaf-1 apoptosome. reconstituted apoptosome caspase-3 activity, DEVD-Rh110 fluorescence. O14727. AID 489030. 330,000 tested, 0.71% active. inhibition, % at 20 µM; active means inhibition of at least 40% at 20 µM;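 further: plate controls were DMSO wells for no effect and DEVD-CHO caspase inhibitor wells for full effect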
#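 Medium: Hepes buffer, pH 7.5 / System: biochemical Apaf-1 apoptosome reconstitution / Measured by: Rh110 fluorescence, excitation 480 nm, emission 540 nm / Times: compound with Apaf-1, dATP, procaspase-3 30 min, then 50 min reaction, room temperature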
# SENP7 inh: blocks the human protease SENP7; Q9BQF6; recombinant SENP7, Z-RLRGG-aminoluciferin luminescence, 40 min; inhibition, % at 5 µM; 330,000 tested, 1.5% active; AID 434973;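 active means inhibition above about 50% at the single test dose, limit read from the data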;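 further: plate controls were DMSO with enzyme for no effect and no enzyme buffer wells for full effect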
# SENP8 block: blocks the human protease SENP8. 330,000 tested, 1.2% active. purified SENP8, Z-RLRGG-aminoluciferin cleavage, luminescence. Q96LD8. inhibition, % at 10 µM
# * hit, by the source's call; & = joins results of further samples. Unless noted, no stated cut-off is given here; in the data, active means inhibition above about 50%; inactive means the rest.
SMILES,697 NFkB inh,UBC13 polyUb,Gli-Sufu block,Jurkat NFkB inh,HKDC1 inhibitor,Apaf1 inhib,SENP7 inh,SENP8 block
O=C(CC(Nc1ccccc1)c1ccc(F)cc1)c1ccccc1 (stereo not given),-20,8,-9,-10,0,2,-5,-10
O=C1CN(C(=O)CNCc2ccccc2Cl)c2ccccc2N1,31,-5,-6,-7,-3,1,10,0
CCCCNc1c(NC(C)=O)c(=O)oc2ccccc12,-5,-5,-2,-8,-3,2,-9,-14
COc1ccc2c(c1)c(C(C)=O)c(C)n2-c1ccc(C(C)=O)cc1,-3,6,-4,15,2,16,11,5
COc1ccccc1CNC(=O)CS(=O)Cc1nc(-c2ccc(OC)c(OC)c2)oc1C (stereo not given),1,6,4,7,-1,-2,10,-5
O=C(c1cc(S(=O)(=O)N2CCOCC2)ccc1F)N(Cc1nnc(-c2ccccc2Cl)o1)C1CC1,-18,0,14,4,-2,-10,-4,-8
O=C(N=c1ccn(-c2nc3ccccc3nc2NS(=O)(=O)c2ccccc2)cc1)c1cccs1,11,-12,-16,8,-1,5,-5,-8
CC(NC(=O)c1ccccc1Cl)c1ccc(-n2ccnc2)cc1 (stereo not given),-11,-7,1,10,-9,7,-8,-6
O=C(Nc1cccc(S(=O)(=O)N2CCOCC2)c1)c1cccc(S(=O)(=O)N2CCCCC2)c1,3,1,0,8,-2,15,0,-1
O=C(Oc1cccc(Oc2ccccc2)c1)N1CCOCC1,-14,-2,0,-10,-9,8,1,-4
Fc1ccc(NC(=S)NCCN2CCOCC2)c(F)c1F,18,2,1,-15,1,-4,2,4
CN1CCN(C(=O)c2cc(Cl)ccc2NC(=O)c2ccc(Cl)cc2Cl)CC1,0,8,-3,8,-3,-7,-5,-5
COc1cc(C(=O)NCc2cccc3ccccc23)cc(Cl)c1OC,6,5,9,2,1,18,-6,-1
Cc1nc(SCC(=O)N2CC(=O)Nc3ccccc32)c2c(C)c(C)sc2n1,3,0,14,15,12,3,6,6
Cc1cc(OCCn2cc(/C(N)=N/O)c3ccccc32)ccc1Cl,3,18,1,-2,-5,5,0,-22
CC(NC(=O)Cc1ccccc1F)c1ccc(F)cc1 (stereo not given),7,2,-4,16,21,3,0,1
CC(C)CCn1c(=O)c2ccccc2c2ccccc2c1=O,-16,2,0,-15,0,18,11,-8
O=C(Nc1nnc(C2=COCCO2)o1)c1ccc(Cl)cc1,-7,-23,15,-2,-1,3,-4,-13
O=c1c2ccccc2nc2c3ccccc3c(NCc3cccnc3)nn12,23,2,6,-9,-3,12,1,1
CCCc1nnc(NC(=O)CCC(=O)NC2CC2)s1,15,5,19,17,2,-7,-2,3
Cc1c(C#N)c2ncn(Cc3ccccn3)c(=O)c2n1-c1ccccc1,-6,9,-2,6,-8,-7,-1,10
O=C1C(c2ccc(F)cc2)N(Cc2ccc3c(c2)OCO3)C(=O)CN1C1CCCCCC1 (stereo not given),-1,-6,6,7,-6,25,5,4
CCOc1ccc(Oc2ccc(S(=O)(=O)N3CCOCC3)cc2N)cc1,11,9,8,4,-8,8,5,1
CC(=O)NCc1nnc2c3ccccc3c(-c3ccccc3)nn12,4,5,17,-15,-2,2,11,7
COc1cc(C2C(C(=O)OCCC#N)=C(C)NC3=C2S(=O)(=O)c2ccccc23)cc(OC)c1OC (stereo not given),7,-1,12,12,-3,-7,6,-2
# Carrying on.
SMILES,697 NFkB inh,UBC13 polyUb,Gli-Sufu block,Jurkat NFkB inh,HKDC1 inhibitor,Apaf1 inhib,SENP7 inh,SENP8 block
COC(=O)c1ccc(OC(=O)CCc2cc(OC)c(OC)c(OC)c2)cc1,10,12,-31,-3,0,1,7,0
O=C(/C=C/c1ccc(F)cc1)N1CCN(c2ccccn2)CC1,20,9,10,-8,0,-5,-1,-5
CCOC(=O)CC(NCc1ccc(OC)c(OCC)c1)c1ccc(C)cc1 (stereo not given),-7,-1,28,-4,0,4,-4,-9
CC(C(=O)Nc1cc([N+](=O)[O-])ccc1Cl)N1CCN(c2ccccc2)CC1 (stereo not given),-1,5,5,-5,-7,2,-8,4
COc1cc(C(=O)Nc2nccs2)ccc1OCc1c(C)noc1C,10,4,5,3,9,5,-21,-11
CC(=O)c1cccc(NC(=O)CCn2c(=O)oc3ccccc32)c1,19,3,1,2,-4,-1,-8,-12
Cc1c(/C=N/NC(=O)c2cc(=O)[nH]c(=O)[nH]2)c2ccccn2c1C(=O)c1ccccc1,-9,-70,-7,-8,2,11,-6,-4
CCc1ccc(NC(=O)COC(=O)c2nc3nc(C)cc(C)n3n2)cc1,-35,-28,-4,-14,-6,3,-13,-7
COc1ccc(S(=O)(=O)N(C)CC(=O)N2CCCC2)cc1OC,-8,0,-1,1,-4,3,-17,-1
CC(=O)c1cccc(NC(=O)CC2CCCC2)c1,3,2,-11,-1,-1,-2,0,6
COc1ccccc1CCNC(=O)CN1C(=O)NC2(CCCC2)C1=O,12,3,-8,7,-7,-3,-9,19
O=C(Nc1ccon1)c1cccc(Cl)c1,16,5,-8,-12,-10,-17,1,5
Cc1noc(C)c1C(=O)N1CCCC(C(=O)c2cccc(C(F)(F)F)c2)C1 (stereo not given),-9,5,6,-15,-3,-2,0,3
COc1ccc(C(C)=O)c(Oc2ccc(S(=O)(=O)N3CCOCC3)cn2)c1,13,-3,-6,1,-6,0,3,5
CN(C(=O)c1ccc2c(c1)OCO2)C1(C)CCS(=O)(=O)C1 (stereo not given),2,4,-6,6,1,2,1,-2
CCOC(=O)c1c(N2CCCCC2)c2ccccc2[nH]c1=O,3,8,10,-8,-8,2,-8,2
CC(=O)c1cccc(NC(=O)NC2CC(=O)N(c3ccc4c(c3)OCCO4)C2)c1 (stereo not given),23,-2,-7,6,-4,1,-4,2
CC(C)(C)c1ccccc1OCCCCN1CCCC1,-8,6,26,-2,-1,-7,11,1
CCOC(=O)c1sc(Nc2nc3c(OC)cccc3s2)cc1C,-39,-1,-30,-41,4,17,7,-9
CN(C(=O)COC(=O)C1CCN(S(=O)(=O)c2c(Cl)cccc2Cl)CC1)c1ccccc1,-6,-2,7,-12,4,19,8,-2
O=C(c1ccc(Br)o1)N1CCN=C1SCc1cccnc1,2,11,23,4,5,4,3,-9
COc1ccc(C)cc1Nc1nc(N)c2cc(OC)c(OC)cc2n1,20,17,13,12,6,2,-1,1
CC1CCCCN1C(=O)CSc1nc2c(c(=O)n(C)c(=O)n2C)n1C (stereo not given),17,4,-12,22,-4,-3,6,5
O=C(N=Nc1c(O)[nH]c2ccccc12)c1ccccc1NS(=O)(=O)c1cccs1,26,-5,-9,4,4,12,6,-7
O=C(Nc1ccc(N2CCOCC2)c(Cl)c1)c1cccc(F)c1,-143,4,-78,-152,0,4,45,19

# Single entries from the results shown.
# O=C(/C=C/c1ccc(F)cc1)N1CCN(c2ccccn2)CC1 | 697 NFkB inh = 20
# CCc1ccc(NC(=O)COC(=O)c2nc3nc(C)cc(C)n3n2)cc1 | Gli-Sufu block = -4

# Returning to the listing, starting six compounds before the break.
SMILES,697 NFkB inh,UBC13 polyUb,Gli-Sufu block,Jurkat NFkB inh,HKDC1 inhibitor,Apaf1 inhib,SENP7 inh,SENP8 block
CN(C(=O)COC(=O)C1CCN(S(=O)(=O)c2c(Cl)cccc2Cl)CC1)c1ccccc1,-6,-2,7,-12,4,19,8,-2
O=C(c1ccc(Br)o1)N1CCN=C1SCc1cccnc1,2,11,23,4,5,4,3,-9
COc1ccc(C)cc1Nc1nc(N)c2cc(OC)c(OC)cc2n1,20,17,13,12,6,2,-1,1
CC1CCCCN1C(=O)CSc1nc2c(c(=O)n(C)c(=O)n2C)n1C (stereo not given),17,4,-12,22,-4,-3,6,5
O=C(N=Nc1c(O)[nH]c2ccccc12)c1ccccc1NS(=O)(=O)c1cccs1,26,-5,-9,4,4,12,6,-7
O=C(Nc1ccc(N2CCOCC2)c(Cl)c1)c1cccc(F)c1,-143,4,-78,-152,0,4,45,19
COc1ccc(-c2nnc(SCC(=O)NCCc3ccc(S(N)(=O)=O)cc3)o2)cc1OC,23,-9,-1,-7,-1,-17,-5,-12
CCO/C([O-])=N/c1c[n+](N2CCOCC2)no1,4&5,-16&-8,-19&2,4&3,-2&-7,1&-7,-6&0,0&3
CCOC(=O)c1ccc(N(C(=O)c2ccco2)C(C(=O)NC2CCCCC2)c2ccncc2)cc1 (stereo not given),16,3,-29,-6,1,5,4,-5
Cc1ccccc1NC(=O)NC1(C(=O)N2CCC(O)CC2)CCCCC1,2,-8,22,-10,1,-5,-5,-7
COCCN(C(=O)COc1ccc(Cl)cc1)c1nnc(-c2cccnc2)s1,-120,-7,11,-108,-7,-3,-1,-9
O=C(COc1ccc(Cl)cc1)N(Cc1cccs1)C1CCS(=O)(=O)C1 (stereo not given),17,2,-20,-1,3,3,9,2
Cc1ccc2nc(Cl)c(C3CC(c4cccs4)=NN3C(=O)CCCC(=O)O)cc2c1 (stereo not given),-10,0,20,-10,0,-22,-2,-3
Cc1cn(C)c(=O)n(C)c1=O,-10,3,-6,-10,-6,7,-17,-18
Cc1ccc(OCC(=O)NC(=S)Nc2ccccn2)c(Br)c1,-1,24,-64,-83,-2,-10,-36,46
CN(C)c1ccc(C(=O)C(=O)c2ccccc2)cc1,3,-1,-6,-7,1,2,-8,-8
CC(=O)Nc1ccc(C(=O)CSc2nnnn2C)cc1,3,15,6,3,15,-26,3,4
O=S(=O)(c1ccc(NC(=S)N/N=C/c2ccc(N3CCOCC3)cc2)cc1)N1CCOCC1,-23,4,-2,10,-6,7,7,-2
c1nc(NC2CCCC2)c2[nH]cnc2n1,12,6,-3,17,-1,6,-9,1
CCCCOc1ccc(C(=O)N/C(=C/C=C/c2ccccc2)C(=O)N2CCOCC2)cc1,-8,-5,8,-25,-6,30,-3,-12
COCC(C)n1c(C)cc(C(=O)COC(=O)c2oc3ccccc3c2C)c1C (stereo not given),-12,14,-6,3,-1,11,-5,-8
CC1=CC(C)(C)Nc2ccc(Cc3ccc4c(c3)C(C)=CC(C)(C)N4)cc21,-7,0,5,-11,-3,31,8,5

# A second format for 7 compounds above:
SMILES | 697 NFkB inh | UBC13 polyUb | Gli-Sufu block | Jurkat NFkB inh | HKDC1 inhibitor | Apaf1 inhib | SENP7 inh | SENP8 block
CCOC(=O)c1ccc(N(C(=O)c2ccco2)C(C(=O)NC2CCCCC2)c2ccncc2)cc1 (stereo not given) | 16 | 3 | -29 | -6 | 1 | 5 | 4 | -5
Cc1ccccc1NC(=O)NC1(C(=O)N2CCC(O)CC2)CCCCC1 | 2 | -8 | 22 | -10 | 1 | -5 | -5 | -7
COCCN(C(=O)COc1ccc(Cl)cc1)c1nnc(-c2cccnc2)s1 | -120 | -7 | 11 | -108 | -7 | -3 | -1 | -9
O=C(COc1ccc(Cl)cc1)N(Cc1cccs1)C1CCS(=O)(=O)C1 (stereo not given) | 17 | 2 | -20 | -1 | 3 | 3 | 9 | 2
Cc1ccc2nc(Cl)c(C3CC(c4cccs4)=NN3C(=O)CCCC(=O)O)cc2c1 (stereo not given) | -10 | 0 | 20 | -10 | 0 | -22 | -2 | -3
Cc1cn(C)c(=O)n(C)c1=O | -10 | 3 | -6 | -10 | -6 | 7 | -17 | -18
Cc1ccc(OCC(=O)NC(=S)Nc2ccccn2)c(Br)c1 | -1 | 24 | -64 | -83 | -2 | -10 | -36 | 46
